Assay outcomes as filed in PubChem BioAssay.
PhoP inhibition = PhoP-dependent GFP reporter repression – Salmonella Typhimurium, primary screen (AID 1863); inhibition, % at 50 µM; hits with a dose series show IC50 in µM; 0.16% of 300,000 active; S. Typhimurium PhoP-regulated promoter GFP reporter, 4 h; higher % means a stronger effect;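 active means inhibition over 29.93%, a cutoff 3 SD above the screen mean, later confirmed by dose response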;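 further: 0% = low Mg2+ inducing control and 100% = high Mg2+ repressing control; strong numbers were not always called active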
RSV antiviral HEp-2 = inhibition of RSV-induced cytopathic effect – HEp-2 cells, primary 10 µM value included (AID 2391); 0.13% of 310,000 active; HEp-2 cells, RSV-induced CPE inhibition; higher % means a stronger effect; one-dose CPE inhibition, % at 10 µM; IC50 in µM for titrated hits; in the data active means a potency from the dose series; further: strong numbers were not always called active
NTR1 agonist = NTR1-driven beta-arrestin-GFP spot formation – imaging, U2OS cells, high content, primary screen (AID 493036); P30989; agonist mode; activation, % at 20 µM; 0.17% of 330,000 active;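 active means activation at or above 40% of the spot to cytoplasm intensity ratio, with at least 20 cells analyzed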;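 further: 0% = DMSO without peptide and 100% = 100 nM NTR1 peptide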
Target sequence (P30989 whole entry, looked up): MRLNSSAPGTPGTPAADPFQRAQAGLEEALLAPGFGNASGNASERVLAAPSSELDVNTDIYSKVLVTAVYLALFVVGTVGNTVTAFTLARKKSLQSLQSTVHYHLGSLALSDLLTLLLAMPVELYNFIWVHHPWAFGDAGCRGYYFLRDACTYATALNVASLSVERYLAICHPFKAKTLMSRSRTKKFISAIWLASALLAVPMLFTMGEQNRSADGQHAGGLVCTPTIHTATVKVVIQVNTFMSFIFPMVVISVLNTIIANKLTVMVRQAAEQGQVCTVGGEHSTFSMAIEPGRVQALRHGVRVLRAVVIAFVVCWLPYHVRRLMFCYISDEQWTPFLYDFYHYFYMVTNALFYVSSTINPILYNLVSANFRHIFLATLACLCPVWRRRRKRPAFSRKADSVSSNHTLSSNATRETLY
TNAP activators = human TNAP enzyme activators, primary screen, biochemical, luminescent, no phosphate acceptor, uHTS (AID 1001). one-dose activation fold at 20 µM; EC50 in µM for titrated hits. purified TNAP, luminescent activation assay, no phosphate acceptor; higher activation fold means a stronger effect. 0.03% of 200,000 active; in the data active means activation fold from about 3, or a potency from the dose series; inactive means the rest, 99 in 100 with activation fold below about 1.6; further: many of its hits are not listed in these tables
SV40 large T antigen = TAg ATPase/helicase activity blockers – biochemical (AID 1903). SV40 large T antigen ATPase/helicase inhibition assay; higher % means a stronger effect. one-dose inhibition, % at 20 µM; IC50 in µM for titrated hits. 0.39% of 310,000 active; in the data active means a potency from the dose series; further: strong numbers were not always called active
Myeloid diff MLP = compounds promoting myeloid differentiation. ER-HoxA9 myeloid progenitors, lysozyme-GFP differentiation, flow cytometry. calls only at 10 µM. 1% of 360,000 active. AID 624256;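 active means normalized GFP-positive differentiation at or above the plate's own cutoff, the solvent-only control mean plus 3 SD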;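 further: cells exposed to compound for four days before flow analysis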
T cell modulator = T cell immune modulation candidate. 2C CD8+ T cell-vesicle binding, flow cytometry; hits give low values. calls only at 7 µM. 0.068% of 330,000 active;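 active means response, share of CD8 T cells binding vesicles, and their 90th percentile fluorescence all below set limits, cut at about 80% in these data, passing the limit was not always enough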
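Material: 2C TCR transgenic mouse naive CD8+ T cells, MACS-purified. Also added: QL9-charged Drosophila Ld/ICAM-1/B7-1 vesicles. Timing: binding 1.5 h at 37 °C. Measured by: high-throughput flow cytometry with anti-B7-1 and anti-CD8 staining. Read-out: percent CD8+ FL2 mean versus row control. Controls: Unloaded micro-vesicles (low), QL9 vesicles with 0.7% DMSO (high).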
UTI89 phage lysis = inhibition of K1F phage lysis, E. coli UTI89, bacterial capsule biogenesis inhibitors, alamar blue (AID 488966); E. coli UTI89 K1F phage lysis, alamar blue, 2 h; higher % means a stronger effect; inhibition, % at 100 µM, or IC50 in µM where a hit was titrated; 0.02% of 340,000 active;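 active means phage lysis inhibition, versus mean bacterial control, above a set limit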;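 further: capsule biogenesis inhibitors block K1F phage lysis so surviving cells raise fluorescence; higher fluorescence means more inhibition of phage lysis; actives were called in the ten point dose series up to 300 µM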
MgcRacGAP inhibition = MgcRacGAP GTPase-activating activity inhibitors, confirmation, biochemical, ADP Hunter fluorescence. 0.6% of 340,000 active. MgcRacGAP-stimulated Rac1 GTP hydrolysis, ADP Hunter fluorescence; higher % means a stronger effect; GST-tagged Rac1 F28L mutant substrate. inhibition, % at 30 µM, or IC50 in µM where a hit was titrated. AID 624330;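 active means first-screen hits whose inhibition reached a set limit at any dose in the follow-up dose series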;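 further: fluorescence reports GDP produced by GAP-driven GTP hydrolysis; strong numbers were not always called active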
T cell modulator vesicle-bound % = second read-out of T cell modulator, no call of its own (marks repeat the call); double positive events, %; measured here: CD8+ vesicle-bound cell fraction;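 binding gate set so that unloaded-vesicle control wells show 10% double positive cells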
NTR1 agonist cell count 20 µM = also measured in NTR1 agonist; calls as there; cell count; measured here: cell count, cytotoxicity flag
Myeloid diff MLP GFP+ MAC1+ % = recorded beside Myeloid diff MLP, whose call it bears; GFP+ MAC1+ double positive, %; measured here: differentiation confirmed by MAC1 staining
* marks the source's active call; other numbers are inactive results; i = inactive; nt = not tested or not shown; [ ] = dose if it differs, or a comment.

structure	PhoP inhibition	RSV antiviral HEp-2	NTR1 agonist	NTR1 agonist cell count 20 µM	TNAP activators	SV40 large T antigen	Myeloid diff MLP	Myeloid diff MLP GFP+ MAC1+ %	T cell modulator	T cell modulator vesicle-bound %	UTI89 phage lysis	MgcRacGAP inhibition
COc1ccc(/C=N/Nc2cc(=O)n(C)c(=O)n2C)cc1OC	1%	0.4%	-2.3	56	1.1	9%	i	0.3	i	21	5.6%	2%
CN(C)S(=O)(=O)Nc1ccccn1	-1%	7.3%	-0.1	54	nt	17%	i	0.3	i	2	0.1%	-2%
COc1ccc(N(C(=O)Cn2nnc3ccccc32)C(C(=O)NCc2ccco2)c2cccnc2)cc1 (centres undefined)	0%	-0.4%	-0.4	60	1.1	29%	i	0.5	i	55	0.8%	7%
COc1ccc(N(C(=O)CCl)C(C(=O)NCCc2ccccc2)c2cccs2)cc1 (centres undefined)	30%	-1.7%	nt	nt	1.1	7%	i	2.1	i	36	-0.9%[50 µM]	6%
CN(C)c1ccc(C2OC(=O)C(C)(C)C(=O)C2(C)C)cc1 (centres undefined)	-7%	0.9%	-0.4	54	1.1	8%	i	0.7	i	55	6.1%	1%
N#Cc1c(C(F)(F)F)cc(-c2ccccc2)nc1SCCN1CCOCC1	-2%	0.9%	8.8	59	1	16%	i	6.0	i	12	0.2%	8%
CC(C)OC(=O)CC1C(=O)NCCN1C(=S)NC(=O)c1ccccc1 (centres undefined)	-12%	2.1%	-1.2	80	1.1	3%	i	0.2	i	57	0.1%	5%
O=C(NCC1CCCO1)C(=O)N/N=C/c1ccc(OCc2ccccc2Cl)cc1 (centres undefined)	nt	3.3%	3.2	47	nt	nt	i	1.9	i	36	-0.1%	4%
O=C(C1=COCCO1)N1CCN(S(=O)(=O)c2cccc(F)c2)CC1	nt	1.5%	1.9	63	nt	nt	i	1.1	i	36	0.5%[50 µM]	0%
CCC(C)(C)n1nnnc1C(c1cccc(C#N)c1)N1CCN(c2cc(C)ccc2C)CC1 (centres undefined)	nt	-1.8%	-0.8	58	1	nt	i	7.2	i	31	0.2%	3%
CCCCN(C(=O)CSCC(=O)Nc1cccc(C)c1)c1c(N)n(CCCC)c(=O)[nH]c1=O	-7%	0.4%	-0.7	69	nt	17%	i	0.2	i	40	1.6%[50 µM]	2%
O=C(COC(=O)/C=C/c1cccc(Br)c1)NC1CCCCC1	nt	0.1%	-3.8	44	nt	nt	i	0.2	i	40	0.7%[50 µM]	3%
O=C(NNC(=O)c1cc2cc(Br)ccc2oc1=O)c1ccc(O)cc1	-2%	0.9%	-0.2	77	0.2	11%	i	0.4	i	56	0.2%	0%
COc1ccc(NC(=O)COC(=O)c2ccco2)c([N+](=O)[O-])c1	-12%	7.6%	-0.1	98	1	-5%	i	0.2	i	56	0.2%	7%
CC1N(C)c2cc(NC(=O)c3ccco3)c(P(=O)(Nc3ccc([N+](=O)[O-])cc3)N3CCOCC3)cc2C1(C)C (centres undefined)	-3%	50%	2.1	55	1.1	15%	i	0.0	i	5	1.8%	4%
Cc1nn(-c2ccccc2)c2sc(C(=O)NCCN3CCOCC3)cc12	2%	0.0%	-1.8	82	1.1	16%	i	0.5	i	56	0.1%	7%
Cc1ccc(NC(=O)CN2C(=O)NC(Cc3ccccc3)C2=O)c(Br)c1 (centres undefined)	-1%	1.0%	0.0	39	1.1	4%	i	0.4	i	4	-0.3%	0%
O=C(NCCCc1ccccc1)c1ccc(-n2cncn2)c([N+](=O)[O-])c1	3%	-1.0%	-1.0	51	nt	10%	i	0.8	i	26	0.0%[50 µM]	2%
COc1ccccc1NC(=O)c1nn(C)c(C(=O)Nc2ccccc2OC)c1[N+](=O)[O-]	4%	3.8%	-1.4	69	nt	3%	i	1.1	i	41	0.4%	12%
CCN(C(=O)COC(=O)c1c(C)nn(-c2ccccc2)c1Cl)c1c(N)n(Cc2ccccc2)c(=O)[nH]c1=O	nt	nt	-0.5	94	nt	nt	i	0.5	nt	nt	1.1%[50 µM]	7%
Cc1ccc2nc(NC(=O)CN(C)S(=O)(=O)c3ccc(Br)s3)sc2c1	-7%	1.8%	7.1	56	1	2%	i	0.9	i	48	0.0%	2%
COc1cccc(C(=O)NCCS(=O)(=O)NC2CCCC2)c1	-1%	-1.2%	-0.7	54	nt	3%	i	1.0	i	35	0.9%[50 µM]	8%

A second format for some results above.
Values in the order – PhoP inhibition, RSV antiviral HEp-2, NTR1 agonist, NTR1 agonist cell count 20 µM, TNAP activators, SV40 large T antigen, Myeloid diff MLP, Myeloid diff MLP GFP+ MAC1+ %, T cell modulator, T cell modulator vesicle-bound %, UTI89 phage lysis, MgcRacGAP inhibition
O=C(NCC1CCCO1)C(=O)N/N=C/c1ccc(OCc2ccccc2Cl)cc1 (centres undefined)
  nt, 3.3%, 3.2, 47, nt, nt, i, 1.9, i, 36, -0.1%, 4%
Cc1ccc2nc(NC(=O)CN(C)S(=O)(=O)c3ccc(Br)s3)sc2c1
  -7%, 1.8%, 7.1, 56, 1, 2%, i, 0.9, i, 48, 0.0%, 2%
COc1ccc(N(C(=O)Cn2nnc3ccccc32)C(C(=O)NCc2ccco2)c2cccnc2)cc1 (centres undefined)
  0%, -0.4%, -0.4, 60, 1.1, 29%, i, 0.5, i, 55, 0.8%, 7%
Cc1ccc(NC(=O)CN2C(=O)NC(Cc3ccccc3)C2=O)c(Br)c1 (centres undefined)
  -1%, 1.0%, 0.0, 39, 1.1, 4%, i, 0.4, i, 4, -0.3%, 0%

Structures from the list above that contain a cyano group, in the order listed:
structure	PhoP inhibition	RSV antiviral HEp-2	NTR1 agonist	NTR1 agonist cell count 20 µM	TNAP activators	SV40 large T antigen	Myeloid diff MLP	Myeloid diff MLP GFP+ MAC1+ %	T cell modulator	T cell modulator vesicle-bound %	UTI89 phage lysis	MgcRacGAP inhibition
N#Cc1c(C(F)(F)F)cc(-c2ccccc2)nc1SCCN1CCOCC1	-2%	0.9%	8.8	59	1	16%	i	6.0	i	12	0.2%	8%
CCC(C)(C)n1nnnc1C(c1cccc(C#N)c1)N1CCN(c2cc(C)ccc2C)CC1 (centres undefined)	nt	-1.8%	-0.8	58	1	nt	i	7.2	i	31	0.2%	3%
